# High-throughput results from PubChem BioAssay.
# p53 PUMA act = mutant p53 pathway reactivation; SW480 PUMA-promoter luciferase; activation, % at 9.98 µM; 28,000 tested, 1.5% active; AID 624151; in the data active means activation above about 52%
# STK33 kin inh = inhibitors of human STK33 kinase. AID 2322. 27,000 tested, 0.44% active. ADP-Glo luminescence, MBP substrate. inhibition, % at 12.5 µM; in the data active means inhibition above about 20%
# Target sequence (Q9BYT3 whole entry, looked up): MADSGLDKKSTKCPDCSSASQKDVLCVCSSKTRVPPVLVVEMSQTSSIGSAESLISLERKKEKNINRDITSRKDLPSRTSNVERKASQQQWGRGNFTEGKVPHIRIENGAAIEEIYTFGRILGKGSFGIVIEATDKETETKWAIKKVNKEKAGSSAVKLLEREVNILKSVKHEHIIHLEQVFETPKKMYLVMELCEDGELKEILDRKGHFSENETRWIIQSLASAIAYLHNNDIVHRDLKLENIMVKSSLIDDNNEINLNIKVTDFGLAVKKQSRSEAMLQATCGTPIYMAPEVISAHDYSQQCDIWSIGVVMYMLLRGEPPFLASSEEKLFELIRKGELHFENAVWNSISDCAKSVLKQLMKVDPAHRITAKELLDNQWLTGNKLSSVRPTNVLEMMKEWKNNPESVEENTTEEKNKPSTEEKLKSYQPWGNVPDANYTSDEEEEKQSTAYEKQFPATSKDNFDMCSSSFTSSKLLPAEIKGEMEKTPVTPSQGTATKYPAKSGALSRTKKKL
# An asterisk follows results filed as active; x = not tested or not shown. These rows are one share of the data (hit frequency here may not be typical).
SMILES,p53 PUMA act,STK33 kin inh
COc1ccc(S(=O)(=O)Nc2ccc3c(c2)C(=O)N([C@H](C)CO)C[C@H](C)[C@@H](CN(C)Cc2ccncc2)OCCCC[C@@H](C)O3)cc1,x,5
C[C@H]1CN([C@@H](C)CO)C(=O)Cc2cc(NS(=O)(=O)c3cccs3)ccc2O[C@H]1CN(C)C,x,1
C[C@H](CO)N1C[C@H](C)[C@@H](CN(C)C(=O)NC2CCCCC2)Oc2ccc(NC(=O)Nc3ccc(F)cc3)cc2C1=O,0,x
Cn1c(SCC(=O)c2cccc([N+](=O)[O-])c2)nnc1-c1ccco1,-3,-1
CC1(C)Cc2c(sc3nc(SCC(=O)O)[nH]c(=O)c23)CO1,-5,1
CC(C)(C)C1CCc2c(sc(NC(=O)CSc3nnnn3-c3ccccc3)c2C#N)C1 (configuration not stated),5,-1
COc1ccccc1CC(=O)Nc1ccc(-c2nnc(-c3ccccc3)o2)cc1,13,2
COc1ccc(C(=O)CC2(O)C(=O)N(Cc3ccc(Cl)c(Cl)c3)c3ccccc32)cc1OC (configuration not stated),-2,-2
Cn1c(SCC(=O)Nc2cccc(Br)c2)nnc1-c1cc2ccccc2o1,11,8
Cc1cc(C)nc(N(C#N)C(C(=O)c2ccccc2)c2ccccc2)n1 (configuration not stated),4,-1
CN(CC(=O)Nc1ccc(C(=O)O)cc1)S(=O)(=O)c1ccccc1,-1,-8
C[C@H](CO)N1C[C@H](C)[C@H](CN(C)S(=O)(=O)c2cccc(C#N)c2)OCc2ccccc2-c2c(n(C)c3ccccc23)C1=O,-4,x

# Pulled by structure from the list above:
SMILES,p53 PUMA act,STK33 kin inh
CN(CC(=O)Nc1ccc(C(=O)O)cc1)S(=O)(=O)c1ccccc1,-1,-8
CC1(C)Cc2c(sc3nc(SCC(=O)O)[nH]c(=O)c23)CO1,-5,1
COc1ccccc1CC(=O)Nc1ccc(-c2nnc(-c3ccccc3)o2)cc1,13,2
C[C@H](CO)N1C[C@H](C)[C@@H](CN(C)C(=O)NC2CCCCC2)Oc2ccc(NC(=O)Nc3ccc(F)cc3)cc2C1=O,0,x

# Other results follow.
SMILES,p53 PUMA act,STK33 kin inh
COc1ccc(C#Cc2cnc3c(c2)C(=O)N([C@@H](C)CO)C[C@H](C)[C@H](CN(C)C(=O)c2ccccc2F)O3)cc1,-2,x
C[C@H](CO)N1C[C@H](C)[C@@H](CN(C)C(=O)NC2CCCCC2)Oc2ccc(NC(=O)Nc3ccc4c(c3)OCO4)cc2C1=O,1,x
C=CCNC(=O)[C@@H]1[C@H]2C(=O)O[C@H](c3ccccc3)[C@H](c3ccccc3)N2[C@H](c2ccc(OCCO)cc2)[C@@]12C(=O)Nc1ccc(C#CC3=CCCCC3)cc12,x,7
COc1cc2c(cc1OC)CN(C(=O)[C@H]1[C@@H]3C(=O)O[C@@H](c4ccccc4)[C@@H](c4ccccc4)N3[C@@H](c3ccccc3OCCO)[C@]13C(=O)Nc1ccc(C#CC4(O)CCCCCC4)cc13)CC2,x,6
NC(=O)C1CCN(C(=O)CSc2nc3ccccc3[nH]2)CC1,-2,-1
C=CCOC(=O)[C@H]1[C@@H]2C(=O)O[C@@H](c3ccccc3)[C@@H](c3ccccc3)N2[C@@H](c2ccc(OCCOC(=O)[C@H]3C[C@H]4C(=O)N5CCC[C@H]5C(=O)N4[C@H]3c3cccc(OCCO)c3)cc2)[C@]12C(=O)Nc1ccccc12,x,2
COc1cccc(NC(=O)Cn2cc(C(=O)C(C)(C)C)c3ccccc32)c1,3,-6
Cn1c(SCC(=O)NC2CCCCCC2)nnc1-c1ccco1,7,0
CCCCC/C=C/C(=O)CCc1ccc(O)c(OC)c1,x,-1
C[C@@H]1CN([C@@H](C)CO)C(=O)c2cc(NC(=O)Nc3cccc4ccccc34)ccc2O[C@H]1CN(C)S(C)(=O)=O,x,1
CSc1ccccc1NC(=O)CN(c1ccc(Cl)cc1)S(C)(=O)=O,-5,-4
CC(C)NC(=O)Nc1ccc2c(c1)CC(=O)N([C@@H](C)CO)C[C@H](C)[C@H](CN(C)C)O2,x,-7
C/C=C(\C)C(=O)OC(C)(C)C1Cc2cc3ccc(=O)oc3cc2O1 (configuration not stated),-16,-3
COc1ccc([Si](C)(C)[C@H]2[C@H](CCO)O[C@@]3(C(=O)N(Cc4cccc(N5CCCCC5=O)c4)c4ccccc43)[C@@H]2C)cc1,x,4
COc1ccc(NC(=O)Nc2cccc3c2O[C@@H](CN(C)C)[C@@H](C)CN([C@H](C)CO)C3=O)cc1,15,x
C=CCn1c(SCC(N)=O)nnc1-c1ccc(Br)cc1,0,2
O=C(C[C@H]1C[C@H]2c3cc(NS(=O)(=O)c4ccc(F)cc4)ccc3O[C@H]2[C@@H](CO)O1)N1CCc2ccccc2C1,-4,x
COC(=O)C(CC#Cc1ccc2c(c1)[C@]1(C(=O)N2)[C@H](c2ccc(O)cc2)N2[C@H](c3ccccc3)[C@H](c3ccccc3)OC(=O)[C@H]2[C@@H]1C(=O)N1CCc2cc(OC)c(OC)cc2C1)C(=O)OC,x,11
COc1ccc(S(=O)(=O)N(C)C[C@H]2Oc3ccc(NS(=O)(=O)c4ccc(Cl)cc4)cc3CC(=O)N([C@H](C)CO)C[C@H]2C)cc1,x,-2
Cc1nnc(SCC(=O)n2c3c(c4ccccc42)CC(C)CC3)s1 (configuration not stated),35,7
Cc1cc(C)c(C(=O)Nc2ccc(S(=O)(=O)Nc3cc(C)nc(C)n3)cc2)c(C)c1,0,-3
O=C(NCc1ccco1)c1cc2cc(Br)ccc2oc1=O,-1,-1
C[C@H](CO)N1C[C@H](C)[C@H](CN(C)C)Oc2ccc(NC(=O)Nc3ccc(C(F)(F)F)cc3)cc2CC1=O,x,2
COc1ccc(OC(C)C(=O)Nc2ccc(OC)c(OC)c2)cc1 (configuration not stated),9,1

# Ordered by molecular weight (high to low): part of the list above
SMILES,p53 PUMA act,STK33 kin inh
COC(=O)C(CC#Cc1ccc2c(c1)[C@]1(C(=O)N2)[C@H](c2ccc(O)cc2)N2[C@H](c3ccccc3)[C@H](c3ccccc3)OC(=O)[C@H]2[C@@H]1C(=O)N1CCc2cc(OC)c(OC)cc2C1)C(=O)OC,x,11
COc1ccc(S(=O)(=O)N(C)C[C@H]2Oc3ccc(NS(=O)(=O)c4ccc(Cl)cc4)cc3CC(=O)N([C@H](C)CO)C[C@H]2C)cc1,x,-2
Cc1cc(C)c(C(=O)Nc2ccc(S(=O)(=O)Nc3cc(C)nc(C)n3)cc2)c(C)c1,0,-3

# Other structures follow.
SMILES,p53 PUMA act,STK33 kin inh
C[C@H](CO)N1C[C@H](C)[C@@H](CN(C)Cc2ccc(-c3ccccc3)cc2)Oc2ccc(NC(=O)Nc3ccc(F)cc3)cc2CC1=O,-2,x
C[C@@H]1CN([C@@H](C)CO)C(=O)c2cc(NS(=O)(=O)c3ccc(F)cc3)ccc2O[C@@H]1CN(C)S(=O)(=O)c1ccc(Cl)cc1,x,1
C[C@@H]1CN([C@H](C)CO)C(=O)Cc2cc(NC(=O)NC3CCCCC3)ccc2O[C@@H]1CN(C)S(=O)(=O)c1ccccc1,5,1
C[C@H]1CN([C@@H](C)CO)C(=O)c2cc(NS(C)(=O)=O)ccc2O[C@H]1CN(C)C(=O)Nc1ccccc1,x,-2
Cc1ccc(NC(=O)c2sc3ncn(CC(=O)Nc4sc5c(c4C#N)CCC5)c(=O)c3c2C)c(C)c1,-2,-3
C[C@H](CO)N1C[C@H](C)[C@H](CN(C)Cc2ccccc2)Oc2ccc(NC(=O)Nc3ccccc3)cc2C1=O,x,-1
O=C(O)COc1ccc(Cl)cc1CO,-3,0
COc1ccc(C2CC(c3cccs3)=NN2C(=O)CCC(=O)O)cc1 (configuration not stated),38,-1
Cc1cc(C)c(C)c(OCC(=O)NCc2ccccn2)c1,8,-1
COc1ccc(CN(C)C[C@H]2Oc3ccc(NC(=O)CCC(F)(F)F)cc3C(=O)N([C@H](C)CO)C[C@H]2C)cc1,5,x
Cc1noc(C)c1S(=O)(=O)Nc1ccc2c(c1)C(=O)N([C@H](C)CO)C[C@H](C)[C@@H](CN(C)S(C)(=O)=O)OCCCC[C@@H](C)O2,x,-1
C[C@@H]1CN([C@@H](C)CO)C(=O)CCCn2cc(nn2)CO[C@H]1CN(C)S(=O)(=O)c1cccs1,6,-4
C[C@@H]1CN([C@@H](C)CO)C(=O)c2cccc(NC(=O)C3CCOCC3)c2O[C@@H]1CN(C)Cc1ccc(Oc2ccccc2)cc1,-6,x
CCOC(=O)c1sc2ncn(CC(=O)Nc3ccc(OC)cc3)c(=O)c2c1C,2,-1
C[C@H]1CN([C@@H](C)CO)C(=O)Cc2cc(NC(=O)c3ccncc3)ccc2O[C@@H]1CN(C)Cc1ccc(Oc2ccccc2)cc1,x,0
C[C@H](CO)N1C[C@H](C)[C@H](CN(C)C)OCCCC[C@H](C)Oc2ccc(NS(C)(=O)=O)cc2C1=O,3,x
C[C@@H]1CN([C@@H](C)CO)C(=O)Cc2cc(NC(=O)Nc3ccc(F)cc3)ccc2O[C@@H]1CN(C)C(=O)Nc1ccc(F)cc1,x,-2
COc1ccccc1NC(=O)N(C)C[C@@H]1OCc2cn(nn2)CCCC(=O)N([C@@H](C)CO)C[C@@H]1C,x,-2
C[C@@H]1CN([C@H](C)CO)C(=O)Cc2cc(NC(=O)Cc3ccccc3)ccc2O[C@@H]1CN(C)Cc1ccc(C(F)(F)F)cc1,10,1
NC(=O)c1ccc(NCCCN2CCOCC2)c([N+](=O)[O-])c1,-4,-1
COc1ccc(NC(=O)C2(c3ccc(NC(=O)c4ccc(OC(C)=O)cc4)cc3)CCCC2)cc1,13,6
C[C@H](CO)N1C[C@H](C)[C@H](CN(C)C(=O)Nc2cccc3ccccc23)Oc2c(NC(=O)NC3CCCCC3)cccc2C1=O,-6,x
O=S(=O)(NCc1cccnc1)c1ccc(Cl)c(Cl)c1Cl,-5,-5
C[C@H]1CCCCO[C@@H](CN(C)Cc2ccc(C(=O)O)cc2)[C@@H](C)CN([C@@H](C)CO)C(=O)c2cc(NS(C)(=O)=O)ccc2O1,8,x
COc1ccc(C(=O)NCCNc2ccc([N+](=O)[O-])cc2C(F)(F)F)cc1,1,-1
CC(C)CC#Cc1ccc2c(c1)O[C@H](CN(C)C(=O)Nc1ccccc1)[C@H](C)CN([C@@H](C)CO)S2(=O)=O,-19,x
COc1ccccc1CNC(=O)C[C@H]1C[C@@H]2c3cc(N(C)C)ccc3O[C@@H]2[C@@H](CO)O1,-3,x
C[C@@H]1CN([C@H](C)CO)C(=O)c2cc(C#CC3CCCCC3)cnc2O[C@@H]1CN(C)Cc1cccnc1,13,x
COc1cc2c(cc1OC)CN(C(=O)[C@@H]1[C@H]3C(=O)O[C@H](c4ccccc4)[C@H](c4ccccc4)N3[C@H](c3ccccc3OCCO)[C@@]13C(=O)Nc1ccc(C#CC4(O)CCCCCC4)cc13)CC2,x,14
C=CCN1C(=O)[C@@]2(O[C@@H](CCn3cc([C@H](O)c4ccccc4)nn3)[C@H]([Si](C)(C)c3ccc(OC)cc3)[C@H]2C)c2cc(N3C(=O)c4cccc5cccc3c45)ccc21,x,-1
Cc1ccc(-n2c(C)nnc2SCC(=O)Nc2ccc(Cl)cc2Cl)cc1,5,-2
CC(C)NC(=O)Nc1ccc2c(c1)C(=O)N([C@H](C)CO)C[C@@H](C)[C@H](CN(C)CC1CCCCC1)O2,1,x
O=C(NCCCN1CCCC1=O)c1cc(-c2cccnc2)nc2ccc(Br)cc12,17,-1
Cc1c(NC(=O)CN(c2cccc(Cl)c2Cl)S(C)(=O)=O)cccc1[N+](=O)[O-],-4,0
COc1ccc(CCNc2cc(C)c3cccc(OC)c3n2)cc1OC,1,0
Cc1cc(C)n2nc(SCC(=O)Nc3cccc([N+](=O)[O-])c3)nc2n1,17,-2
C[C@@H]1CCCCO[C@H](CN(C)C(=O)C2CCCCC2)[C@@H](C)CN([C@@H](C)CO)C(=O)c2cc(NC(=O)c3ccncc3)ccc2O1,4,x
C[C@@H]1CN([C@H](C)CO)C(=O)CCCn2nncc2CO[C@H]1CN(C)S(=O)(=O)c1ccc(Cl)cc1,0,-5
C[C@H](CO)N1C[C@H](C)[C@@H](CN(C)Cc2ccc(-c3ccccc3)cc2)Oc2cc(C#CC(C)(C)O)ccc2S1(=O)=O,-67,x
C[C@@H]1CN([C@@H](C)CO)C(=O)c2cc(NC(=O)NC3CCCCC3)ccc2O[C@@H]1CN(C)S(=O)(=O)c1ccccc1,0,4
CCOC(=O)CSc1nc(-c2ccccc2)nc2sc3c(c12)CCCC3,4,3
COc1ccc(-c2ccc3c(c2)O[C@@H](CN(C)C(C)=O)[C@@H](C)CN([C@H](C)CO)S3(=O)=O)cc1,4,x
COc1ccc(S(=O)(=O)N(C)C[C@H]2Oc3ccc(NC(=O)Nc4c(C)noc4C)cc3C(=O)N([C@H](C)CO)C[C@@H]2C)cc1,7,-1
C[C@H](CO)N1C[C@H](C)[C@H](CN(C)C(=O)Nc2ccc(C(F)(F)F)cc2)Oc2ccc(NC(=O)C3CC3)cc2CC1=O,0,1
Cc1cccc(CN(C)C[C@@H]2Oc3ncc(-c4cc5ccccc5o4)cc3C(=O)N([C@H](C)CO)C[C@@H]2C)c1,x,0
Cc1ccc(C)c(NC(=O)CCCN2C(=O)c3ccccc3C2=O)c1,3,-8
O=C(Nc1sc2c(c1C(=O)NCc1cccnc1)CCCC2)c1ccc([N+](=O)[O-])cc1,-4,2
CS(=O)(=O)N(CC(=O)Nc1ccc(Br)cc1F)c1ccc(F)c(Cl)c1,4,2

# Copied from the list:
# COc1ccc(-c2ccc3c(c2)O[C@@H](CN(C)C(C)=O)[C@@H](C)CN([C@H](C)CO)S3(=O)=O)cc1 | p53 PUMA act: 4
# Cc1cccc(CN(C)C[C@@H]2Oc3ncc(-c4cc5ccccc5o4)cc3C(=O)N([C@H](C)CO)C[C@@H]2C)c1 | STK33 kin inh: 0
# C[C@H](CO)N1C[C@H](C)[C@H](CN(C)C(=O)Nc2ccc(C(F)(F)F)cc2)Oc2ccc(NC(=O)C3CC3)cc2CC1=O | STK33 kin inh: 1
# C[C@@H]1CCCCO[C@H](CN(C)C(=O)C2CCCCC2)[C@@H](C)CN([C@@H](C)CO)C(=O)c2cc(NC(=O)c3ccncc3)ccc2O1 | p53 PUMA act: 4
